Assay outcomes from PubChem.
HIF-2a inh: HIF-2a inhibition; 786-0 RCC cells HIF-2a reporter, luciferase luminescence, overnight; inhibition, % at 18.8 µM; 0.72% of 360,000 active; AID 624352;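 active = inhibition of the luminescence signal of 40% or more relative to plate controls, in a single-dose primary screen at 18.75 µM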
NR2E3 ag-1: agonists of human NR2E3 nuclear receptor; Q9Y5X4; CHO-S Gal4-NCOR/VP16-NR2E3 two-hybrid, luciferase; inhibition of corepressor binding, % at 3.98 µM; 0.35% of 360,000 active; AID 602229;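 active = inhibition above the mean of all tested compounds plus 3 SD, cut at about 70% in these data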;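 also: 0% = DMSO with NR2E3 transfected cells and 100% = cells lacking NR2E3 construct; higher means lower luciferase signal from less NR2E3 corepressor binding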
Target sequence (Q9Y5X4 whole entry, looked up, the tested form may be a part): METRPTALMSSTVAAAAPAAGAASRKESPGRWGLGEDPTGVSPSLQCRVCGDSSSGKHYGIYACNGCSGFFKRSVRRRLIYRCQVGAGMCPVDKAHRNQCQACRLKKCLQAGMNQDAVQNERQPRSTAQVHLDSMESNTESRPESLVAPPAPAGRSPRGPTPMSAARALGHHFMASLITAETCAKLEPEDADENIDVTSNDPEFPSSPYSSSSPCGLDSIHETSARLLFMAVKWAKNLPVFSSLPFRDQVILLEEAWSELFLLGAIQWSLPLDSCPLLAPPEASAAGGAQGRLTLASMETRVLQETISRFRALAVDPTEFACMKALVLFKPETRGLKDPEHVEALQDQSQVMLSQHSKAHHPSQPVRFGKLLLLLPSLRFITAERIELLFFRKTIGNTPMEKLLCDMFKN
TWEAK Fn14 block: TWEAK-Fn14 signaling inhibition; TWEAK-stimulated Fn14 reporter cells, luciferase luminescence, 8 h; 2% of 360,000 active; inhibition, % at 10 µM; AID 1159606; in the data active = inhibition above about 50%
Peg3 prom inh: reduces Peg3 promoter-driven luciferase expression in HeLa; HeLa PEG-Prom luciferase reporter, luminescence, overnight; 1.7% of 360,000 active; inhibition, % at 20 µM;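 active = inhibition of at least 50% at 20 µM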
CF NFkB block: inhibitors of cystic fibrosis induced NF-kB | inhibition, % at 5 µM | KKLEB NF-kB-GFP reporter, PAF-induced, GFP fluorescence overnight | 0.86% of 360,000 active;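 active = at least 50% inhibition at 5 µM, scaled per plate between neutral and stimulator controls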;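 also: PAF is a Pseudomonas aeruginosa culture filtrate used as stimulus; plate controls were PAF-stimulated DMSO wells for no effect and unstimulated DMSO wells for full effect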
KKLEB cytotox: counter-screen for CF NF-kB inhibitors: cytotoxicity; 0.36% of 360,000 active; activity change (cytotoxicity), % at 5 µM; KKLEB CF airway cells viability, ATPlite luminescence, overnight; hits give low values; cells stimulated with P. aeruginosa culture filtrate;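 active = corrected activity change at or below -50% at 5 µM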
iPSC survival up: increases survival of single human iPS cells | 0.044% of 360,000 active | AID 602274 | survival enhancement, % at 20 µM | hiPSC single-cell survival, ATPlite luminescence; 100% = ROCK inhibitor wells, 0% = DMSO; in the data active = survival enhancement above about 18%;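 also: cells exposed to compounds for 16 hours before the ATP read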
aDG glyco act: alpha-DG glycosylation activation; Pro5-aDG cells, alpha-DG glycosylation AlphaScreen (IIH6); 0% Pro5, 100% B10-LARGE cell signal; activation, % at 10 µM; 0.22% of 360,000 active;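 active = activation of at least 8% versus controls, or a plate z-score of at least 8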;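 also: Pro5 are CHO cells carrying HIG-tagged alpha-DG that lacks glycosylation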
NR2E3 ag-2: agonists of human nuclear receptor NR2E3; inhibition of corepressor binding, % at 4.78 µM; 0.12% of 320,000 active; AID 2300; GST-NR2E3/biotin-RetCOR TR-FRET, 1536-well;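 active = percent inhibition above the cutoff of mean plus 3 SD of all tested compounds, set per screening campaign, cut at about 20% in these data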;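 also: 0% = DMSO wells and 100% = biotin wells as full block of FRET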
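System: GST-NR2E3 and biotin-RetCOR proteins; probe or stimulus: 7 nM biotin-RetCOR; doses: compound at 4.8 µM, single dose; schedule: Compound–protein incubation for 5 h at 4 °C; detection: time-resolved FRET; read-out: percent inhibition; controls: biotin wells as high control, 0.6% DMSO wells as low control; format: 1536-well plates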
MITF TRPM1 inh: MITF TRPM1 promoter inhibition in SK-MEL-5 cells; SK-MEL-5 TRPM1 promoter luciferase, 24 h; inhibition, % at 12.5 µM; 0.83% of 330,000 active; AID 488899;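 active = mean inhibition across replicates of 60% or more, whatever share of single replicates reaches that level; inconclusive = some that reach 60%, reason not given; inactive = mean inhibition across replicates below 60%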; also: values of inactives mirror those of a sister screen read the other way
Shn3 3UTR inh: inhibitors of Schnurri-3 3'UTR reporter in osteoblasts; Clone20 osteoblast Shn3 3'UTR firefly luciferase, 24 h; inhibition, % at 12.5 µM; 0.52% of 360,000 active; AID 588674;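 active = mean inhibition of at least 75% with every replicate also reaching 75%; inconclusive = mean inhibition at least 75% but some replicate below; inactive = mean inhibition below 75%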;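 also: 0% = median of neutral control wells and 100% = pilot-screen positive control compound; some compounds past the cut are filed as inactive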
* hit, by the source's call; ? = inconclusive; / = not tested or not shown.

SMILES,HIF-2a inh,TWEAK Fn14 block,KKLEB cytotox,NR2E3 ag-2,MITF TRPM1 inh,aDG glyco act,Peg3 prom inh,Shn3 3UTR inh,iPSC survival up,CF NFkB block,NR2E3 ag-1
CCOC(=O)C1=C(CCc2ccccc2)NC(=O)NC1c1ccc2ccccc2c1 (stereo not drawn),23,36,10,1,-1,-0.5,40,-32,0.4,-9,-6
Cc1ccc(NC(=O)COC(=O)c2ccco2)cc1,10,-26,1,6,0,-0.1,-1,-4,0.1,-30,7
CCN(CC(=O)Nc1c(F)cccc1F)C(=O)c1cccc(S(=O)(=O)N2CCc3ccccc3C2)c1,20,-4,-23,2,6,0.3,2,14,0.0,13,18
Oc1ccc(-c2csc(Nc3ccccn3)n2)cc1O,-174,21,-1,4,-18,-0.3,-180,-75,2.1,-14,-121
O=C(NCC1CCCO1)c1cnn2c1NC(c1ccccc1)CC2C(F)(F)F (stereo not drawn),1,-23,-3,4,-2,-0.3,5,-27,2.6,5,0
Cc1cccc(C)c1NC(=O)NS(=O)(=O)c1ccccc1,3,6,-16,/,/,-0.3,6,71,3.9,-12,1
CC(=O)Nc1cccc2c1Cc1cc([N+](=O)[O-])ccc1-2,-82,-12,-7,/,-8,-0.2,16,0,3.8,-51,-13
CC(C)Sc1ncnc2c1cnn2-c1ccccc1,-306,15,-13,-1,-43,0.1,-341,-59,-0.1,-15,-64
CC(=O)O[C@H]1CC(=O)OC(C)(C)C2CC(=O)[C@]3(C)C(CC[C@@](C)([C@@H](O[C@@H]4O[C@H](CO)[C@@H](O)[C@H](O)[C@H]4O)c4ccoc4)[C@@]34O[C@@H]4C(=O)O)[C@]21C (stereo partly drawn),4,0,9,-2,10,-0.1,2,-10,0.9,-19,-31
Cc1cc(C(=O)Nc2ccccc2N2CCOCC2)no1,7,4,-1,4,/,0.0,19,1,-0.2,-24,13

Arranged by value in NR2E3 ag-1 (descending): three of the compounds above.
smiles,HIF-2a inh,TWEAK Fn14 block,NR2E3 ag-2,MITF TRPM1 inh,aDG glyco act,Peg3 prom inh,Shn3 3UTR inh,CF NFkB block,NR2E3 ag-1
O=C(NCC1CCCO1)c1cnn2c1NC(c1ccccc1)CC2C(F)(F)F (stereo not drawn),1,-23,4,-2,-0.3,5,-27,5,0
CC(=O)Nc1cccc2c1Cc1cc([N+](=O)[O-])ccc1-2,-82,-12,/,-8,-0.2,16,0,-51,-13
CC(=O)O[C@H]1CC(=O)OC(C)(C)C2CC(=O)[C@]3(C)C(CC[C@@](C)([C@@H](O[C@@H]4O[C@H](CO)[C@@H](O)[C@H](O)[C@H]4O)c4ccoc4)[C@@]34O[C@@H]4C(=O)O)[C@]21C (stereo partly drawn),4,0,-2,10,-0.1,2,-10,-19,-31

(more compounds)
SMILES,HIF-2a inh,TWEAK Fn14 block,KKLEB cytotox,NR2E3 ag-2,MITF TRPM1 inh,aDG glyco act,Peg3 prom inh,Shn3 3UTR inh,iPSC survival up,CF NFkB block,NR2E3 ag-1
COc1ccc(NC(=O)CSc2ccc3nnc(-c4cccnc4)n3n2)c(OC)c1,8,18,-8,-1,7,-0.2,-1,-4,0.4,-13,5
O=S(=O)(c1ccc(-c2csc(-c3cccnc3)n2)cc1)N1CCCC1,-45,35,9,-1,-17,0.0,-200,14,2.4,-22,5
CCOc1ccc(-c2nc(S(=O)(=O)c3ccccc3)c(NC)o2)cc1,0,-8,-3,1,-4,-0.2,14,14,-0.3,-14,-20
Cc1ncc(CN2CCC(n3nccc3NC(=O)c3ccccc3)CC2)s1,9,2,-7,3,6,-0.1,-1,-3,-0.2,0,16
CCN(CC)S(=O)(=O)c1ccc(N2CCOCC2)c(NC(=O)Cc2ccccc2)c1,6,-7,5,-1,-12,-0.3,-4,-20,-0.2,3,31
O=C(O)CSc1nnc(-c2ccccc2)c(-c2ccccc2)n1,12,27,5,-2,-2,-0.1,28,-1,-0.3,1,-44
CC1(C)NC(=O)N(CC(O)CN(Cc2ccccc2)Cc2ccccc2)C1=O (stereo not drawn),17,2,-3,2,2,0.0,-8,-14,7.3,-7,-6
Cc1ccccc1Cn1cc(NC(=O)c2nc3ncccn3n2)cn1,-152,4,-12,2,-38,-0.3,-107,-57,3.3,0,-37
O=S(=O)(c1ccc(F)c(F)c1)N1CCN(Cc2ccc3c(c2)OCO3)CC1,16,-39,6,4,-5,0.5,8,-6,-1.7,5,-16
O=C1c2ccc([N+](=O)[O-])cc2C(=O)N1c1ccc(Cl)cn1,9,-2,13,-4,-2,0.0,-5,2,0.3,-15,0
CC(C)(C)OC(=O)N1CCN(C(=O)c2[nH]cnc2C(=O)NCC(=O)OCc2ccccc2)CC1,10,16,-16,-1,9,-0.3,3,-23,-2.4,6,3
Cc1n[nH]c(C)c1S(=O)(=O)N1CCCC(C(=O)NCc2ccc(F)cc2)C1 (stereo not drawn),0,15,2,-2,-6,0.1,17,-23,-1.3,-2,-4
Cc1ccc(N2C(=O)N(Cc3ccccc3C)c3ccccc3S2(=O)=O)cc1,30,25,-5,-1,-5,0.1,32,-19,2.1,7,21
Cc1cccn2c(=O)c3cc(C(=O)NCc4ccco4)c(=N)n(C4CCCCC4)c3nc12,15,-24,-3,0,7,-0.2,29,2,0.1,-37,-42
CC(C)C(=O)Nc1cccc(NC(=S)NC(=O)c2ccc([N+](=O)[O-])cc2)c1,13,8,-9,0,-12,-0.2,17,1,7.9,10,-12
O=C(c1ccccc1)c1cc(Cl)ccc1N1C(=O)C=CC1=O,75*,5,-14,/,84*,0.3,105*,?,-2.8,58*,5
C/C(=C\C(=O)c1ccccc1)NNc1nc2ccccc2s1,-76,-3,-9,-2,-1,0.1,-35,8,-1.2,-7,-35
CCCS(=O)(=O)NC(=O)C1(C)CCN(C(=O)c2snnc2C)C1 (stereo not drawn),1,-1,-6,/,/,-0.1,0,-3,-1.6,20,14
NC(=S)Nc1cc2ccccc2c2ccccc12,8,-9,-6,-5,-6,-0.1,10,6,0.0,-52,-31
CCOc1cc(CNC2CCCC2)c(Cl)cc1OCC(=O)Nc1ccccc1,12,-12,-1,1,-23,0.7,2,-6,-2.5,-17,6
COc1ccc(C(N)=O)c(OCC(=O)Nc2cc(C)on2)c1,-1,5,-1,1,-5,0.2,-1,-10,-0.3,13,10
CC(=O)Nc1ccc(/C=C(\C#N)C(=O)NCc2ccccc2)cc1,20,7,-19,-2,2,0.0,-11,15,1.7,11,-4
CN(C)c1ncnc2c1ncn2[C@H]1CN(Cc2ccc(-c3ccccc3)cc2)C[C@@H](CO)O1,8,-8,-2,/,/,0.1,-6,-1,-1.8,9,12
Cc1cc(C)n(CC(=O)NNC(=O)COc2ccc(F)cc2Br)n1,5,2,7,-2,3,0.2,-3,3,0.2,6,-39
COc1ccc(/C=N/NC(=O)c2cccc([N+](=O)[O-])c2)cc1OC(=O)c1ccccc1,-96,13,-10,-1,2,0.1,0,-57,-0.9,-1,-73
CCOC(=O)Cc1nc2ccccc2n(CC#N)c1=O,12,3,9,5,17,0.1,4,-6,-1.7,-28,3
O=C(NC1CCOc2ccccc21)C1CCCC1 (stereo not drawn),-7,8,-3,0,-7,0.0,2,-1,-0.6,-4,2
O=C(CN1CCN(S(=O)(=O)c2ccc3c(c2)OCCO3)CC1)Nc1ccccc1Br,2,-27,-26,/,-14,0.1,29,-3,6.6,11,-4
Nc1ccc2oc(=O)c(-c3ccccc3)cc2c1,-105,-26,5,0,-59,0.1,-164,-33,-0.6,-1,-57
CCOC(=O)C1=C(C)Nc2nnnn2C1c1cccc(OC)c1OC (stereo not drawn),7,0,10,-2,-7,0.0,10,20,-2.0,-6,-20
Cc1ccc(Cn2nc(C)c(NC(=O)c3nn(C)cc3Cl)c2C)cc1,4,-6,3,2,5,0.1,-7,-7,6.5,-23,5
Cc1ccc(N(C(=O)CNC(=O)c2ccco2)C(C(=O)NC2CCCCC2)c2cccnc2)cc1F (stereo not drawn),10,4,2,3,10,-0.1,-4,8,-0.1,-11,-31
CCOC(=O)N1CCN(C(=O)C2CCCN(S(=O)(=O)c3cccnc3)C2)CC1 (stereo not drawn),9,3,8,-2,-2,-0.3,5,3,1.0,-38,-3
COc1ccc(-c2n[nH]c(C)c2-c2cnn(-c3ccccc3)c2)c(O)c1C,0,10,2,-3,0,-0.2,8,12,-0.5,-13,-42
CCCN1CCN(CCCNC(=O)c2ccc3c(c2)NC(=O)c2ccccc2S3)CC1,13,-2,-7,0,-9,0.1,20,4,0.0,-6,-27
O=C(NCCc1c[nH]c2ccccc12)C(=O)NCC1OCCCN1S(=O)(=O)c1ccccc1 (stereo not drawn),4,18,-10,-2,-1,0.0,19,-5,-0.4,13,4
CC(C)(C)c1ccc(C(=O)NNC(=O)c2cccc(Br)c2)cc1,-98,-22,5,1,-33,0.3,-11,-16,0.2,-12,-10
CCCC1(c2ccccc2)NC(=O)N(CC(=O)Nc2cc(OC)cc(OC)c2)C1=O (stereo not drawn),13,24,1,1,4,0.0,4,-1,0.3,-2,5
CCc1ccc(/C=N/N2CCN(c3ccccn3)CC2)cc1,-268,-16,-2,0,-69,-0.2,-246,-70,-0.6,4,-28
Cc1ccccc1NC(=O)COC(=O)CC1CCCC1,10,1,8,/,5,0.1,9,12,-0.5,2,18
COC(=O)C(C(=O)Nc1ncccn1)C1CCCCCC1 (stereo not drawn),4,28,3,-1,4,0.0,-3,5,0.5,11,-21
COc1ccc(CCNS(=O)(=O)c2cc(C(=O)O)c(Cl)cc2Cl)cc1,3,-5,-1,1,-5,-0.1,13,-13,3.1,-11,-27
O=S(=O)(NCC(c1cccnc1)N1CCN(c2ccc(F)cc2)CC1)c1ccccc1 (stereo not drawn),7,-4,1,4,4,3.6,12,8,-1.6,4,-6
COc1ccc2c3n(nc2c1)CCN=C3c1cc(Cl)c(N)c(Cl)c1,22,18,-26,1,20,-0.2,35,7,-4.6,34,-20
COCCCNC(=S)N/N=C/c1ccc(OC)cc1,-30,2,7,-2,-4,-0.1,8,1,-0.5,-15,3
O=c1[nH]c2ccccc2n1Cc1ccc(Cl)cc1,-33,-14,-1,2,1,2.3,-28,12,-1.8,-1,-15
COc1cc(OC)cc(C(=O)NNC(=O)c2ccc3c(c2)OCCO3)c1,-70,-4,5,/,-13,0.1,-33,-45,-2.2,11,-33
CC(=O)Nc1ccc(NC(=O)c2cc(-c3ccccc3)nc3ccccc23)cc1,-36,-14,-10,/,-5,-0.2,-10,-22,0.3,-41,-7
NNC(=O)c1ccc(CN2CCCCC2)o1,17,-4,8,3,2,-0.2,7,19,2.5,-4,-5
CC1CCCC(NCC(=O)Nc2ccc(C(N)=O)cc2)C1C (stereo not drawn),12,-2,7,0,9,0.3,7,14,-0.5,-8,9
CCCCN(CC)Cc1c(C)[nH]c2ccccc2c1=O,16,10,1,1,4,0.0,15,-5,7.5,4,-7
O=C(c1ccc(N2CCCCS2(=O)=O)cc1)N1CCN(c2ccc(N3CCOCC3)nn2)CC1,-8,-14,4,-1,-8,-0.2,14,-14,-0.3,4,-37
